High-throughput results: PubChem BioAssay, Sanford-Burnham Center for Chemical Genomics
NALP3 yeast inh = NALP3 inflammasome inhibitors in reconstituted yeast, primary screen, luminescence, uHTS | Yeast reconstituted NLRP3/ASC/caspase-1, beta-gal luminescence, 24 h | inhibition, % at 10 µM | AID 2825, 2010 | actives 0.39% (n = 330,000);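 active means inhibition of 50% or more; inactive means inhibition below 50%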;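 further: plate controls were induced DMSO wells for no effect and uninduced yeast grown without galactose for full effect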
tim10-1 inh = growth inhibitors of tim10-1 mutant yeast, primary screen, luminescence, uHTS | S. cerevisiae tim10-1 ts strain growth, BacTiter-Glo, 24 h | inhibition, % at 20 µM | actives 2.2% (n = 330,000) | AID 463190, 2010;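 active means inhibition of at least 40%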;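 further: mutant grown at 25 °C; 0% = DMSO wells with yeast and 100% = wells holding no yeast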
mIAP activ = activators of mouse IAP, primary screen, biochemical, luminescence, uHTS. muIAP, CDP-Star luminescence, 30 min; active compounds read high; 1 = vehicle-only enzyme signal, 0 = enzyme-free wells. activation factor at 10 µM. actives 0.24% (n = 330,000);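 active means activation factor of at least 2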; further: the source names both 10 and 20 µM as test concentration; values of inactives mirror those of a sister screen read the other way
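also added = chemiluminescent substrate CDP-Star | test system = mouse IAP enzyme | signal = chemiluminescence readout | compound = DMSO-dissolved test compounds | incubation = 30 min at room temperature | benchmarks = DMSO wells, no-enzyme wells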
beta cell repl = inducers of MIN6 beta-cell proliferation, primary screen, ATP luminescence, uHTS; AID 2380, 2010; proliferation, % at 10 µM; MIN6 cells proliferation, ATPlite luminescence, 48 h; cells starved in 0.2% serum; 100% = growth in 10% serum; actives 0.29% (n = 330,000);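 active means compounds whose signal lies at least 3.5 SD above the mean of all wells on their plate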;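 further: 0% = DMSO-treated cells in low-serum medium and 100% = 10% serum control; some compounds called inactive have numbers as strong as hits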
TIM10 inh = growth inhibitors of isogenic TIM10 control yeast, primary screen, counter-screen for tim10-1 yeast inhibitor project, luminescence, uHTS. S. cerevisiae TIM10 strain growth, BacTiter-Glo luminescence, 24 h. inhibition, % at 10 µM. actives 1.4% (n = 330,000);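 active means inhibition of 40% or more at the single tested concentration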;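 further: wild-type TIM10 isogenic control strain grown at permissive 25 °C; 0% = DMSO yeast wells and 100% = minimal medium wells without yeast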
APOBEC3G inh = APOBEC3G DNA deaminase inhibitors, primary screen, biochemical, fluorescence, single-stranded DNA substrate, uHTS | DNA dC->dU-editing enzyme APOBEC-3G (Homo sapiens), Q9HC16 | recombinant A3G, ssDNA deamination FAM/TAMRA fluorescence | inhibition, % at 20 µM | actives 0.28% (n = 330,000) | AID 493012, 2011;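 active means inhibition of at least 40% at 20 µM, with no more than 30% in the related APOBEC3A deaminase screen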;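 further: plate controls were DMSO wells with A3G for no effect and wells lacking A3G enzyme for full effect; some compounds called inactive have numbers as strong as hits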
hIAP block = human IAP inhibitors, primary screen, biochemical, luminescence, uHTS | Intestinal-type alkaline phosphatase (Homo sapiens), P09923 | inhibition, % at 10 µM | purified IAP, CDP-Star luminescence, 30 min | actives 0.12% (n = 330,000);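 active means inhibition reaching a set limit with compound at 10 µM in the primary screen, cut at about 35% in these data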;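 further: plate controls were DMSO wells with enzyme for no effect and no-enzyme buffer wells for full effect; values of inactives mirror those of a sister screen read the other way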
Target sequence (P09923 whole entry, looked up): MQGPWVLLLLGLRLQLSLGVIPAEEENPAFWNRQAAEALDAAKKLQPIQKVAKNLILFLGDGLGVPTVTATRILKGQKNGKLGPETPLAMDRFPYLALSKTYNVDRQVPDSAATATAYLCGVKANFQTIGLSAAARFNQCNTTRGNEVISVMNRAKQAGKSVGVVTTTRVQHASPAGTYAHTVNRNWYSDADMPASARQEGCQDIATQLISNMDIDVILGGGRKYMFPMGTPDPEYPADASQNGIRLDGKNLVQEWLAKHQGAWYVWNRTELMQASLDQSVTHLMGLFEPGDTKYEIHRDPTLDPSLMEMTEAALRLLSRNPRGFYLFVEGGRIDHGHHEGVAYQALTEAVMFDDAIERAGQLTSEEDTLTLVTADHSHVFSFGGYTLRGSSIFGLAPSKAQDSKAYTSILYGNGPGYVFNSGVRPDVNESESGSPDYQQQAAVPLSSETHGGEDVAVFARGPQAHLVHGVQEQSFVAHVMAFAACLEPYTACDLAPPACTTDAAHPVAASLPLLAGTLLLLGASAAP
mIAP inh = inhibitors of mouse IAP, primary screen, biochemical, luminescence, uHTS | actives 0.2% (n = 330,000) | purified mouse IAP, CDP-Star luminescence, 30 min | inhibition, % at 10 µM;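 active means inhibition of at least 40% at 10 µM in the primary screen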;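 further: plate controls were DMSO with enzyme for no effect and no enzyme wells for full effect; values of inactives mirror those of a sister screen read the other way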
APOBEC3A inh = APOBEC3A ssDNA deaminase inhibitors, primary screen, selectivity assay for APOBEC3G inhibitor project, biochemical, FAM/TAMRA oligo cleavage fluorescence; inhibition, % at 20 µM; AID 493011, 2011; actives 0.41% (n = 330,000); recombinant A3A, FAM/TAMRA ssDNA deamination fluorescence; DNA dC->dU-editing enzyme APOBEC-3A (Homo sapiens), P31941;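 active means at least 40% inhibition at 20 µM here, with at most 30% in a related deaminase screen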;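 further: plate controls were A3A with DMSO for no effect and wells lacking A3A enzyme for full effect; some results filed as inactive read as strong as hits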
Target sequence (P31941 whole entry, looked up): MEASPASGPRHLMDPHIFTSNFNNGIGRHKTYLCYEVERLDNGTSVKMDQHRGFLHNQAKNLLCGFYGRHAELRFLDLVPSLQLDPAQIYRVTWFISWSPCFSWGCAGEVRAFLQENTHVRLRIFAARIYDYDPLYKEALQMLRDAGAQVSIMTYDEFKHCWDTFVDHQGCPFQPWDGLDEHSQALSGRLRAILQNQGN
Numbers without * were called inactive.

SMILES | NALP3 yeast inh | tim10-1 inh | mIAP activ | beta cell repl | TIM10 inh | APOBEC3G inh | hIAP block | mIAP inh | APOBEC3A inh
Clc1ncccc1-c1nnn(-c2ccccc2)n1 | 24 | 18 | 1 | -4 | 10 | -7 | 2 | -4 | -2
CC(=O)SC(C[N+](=O)[O-])c1cn(C(C)=O)c2ccccc12 (stereo not given) | 9 | 27 | 0.94 | -4 | 80* | 17 | 7 | 6 | 3
O=C(/C=C/c1cccs1)Nc1ccc(N2CCOCC2)c(S(=O)(=O)Nc2ccccc2Cl)c1 | -4 | 10 | 0.95 | -4 | 9 | -2 | 14 | 5 | 0
CN1C(C(=O)NCc2ccc(OC(F)(F)F)cc2)CC2Cn3c(nc4cc(Cl)c(Cl)cc43)C21 (stereo not given) | 14 | 19 | 1.2 | -4 | 7 | -10 | 5 | -15 | -2
Cc1cccc(N2CCN(C(=O)/C=C/c3cccs3)CC2C)c1 (stereo not given) | 26 | 13 | 0.9 | -2 | 3 | -5 | 11 | 10 | 2
C=CCN(Cc1ccc(OC)c(OC)c1)C(=O)c1cc2cc(F)ccc2[nH]1 | 11 | 26 | 1.1 | -4 | 7 | 3 | 5 | -10 | -3
Cc1ccc(Cn2ccnc2SCC(=O)NC2CCCC2)cc1 | 17 | 18 | 1 | 3 | 9 | 3 | -30 | 0 | 0
Cc1cc(C)c(S(=O)(=O)N2CCN(C(=O)C3CCCO3)CC2)c(C)c1 (stereo not given) | 26 | 3 | 1 | -1 | 10 | 7 | -4 | -1 | 39
COc1ccc(C(=O)Oc2cc(C)[nH]c(=O)c2[N+](=O)[O-])c(OC)c1 | 1 | 1 | 1 | -1 | -1 | -6 | 26 | -1 | 2
CCc1ccccc1N(CC(=O)NC(C)C)C(=O)CCC(=O)Nc1nccs1 | -1 | -1 | 1.1 | -1 | 3 | -2 | 21 | -6 | -1
CCCOc1cccc(CN2CCCCC2c2cccnc2)c1 (stereo not given) | -1 | -5 | 1 | 2 | -2 | -4 | 8 | 0 | -2
COc1ccc(-c2nc3c(n2O)CCc2c-3no[n+]2[O-])cc1 | 5 | -6 | 1.1 | -2 | -14 | -8 | 10 | -6 | -11
COc1cc(C2C3=C(CC(C)(C)CC3=O)OC(N)=C2[N+](=O)[O-])ccc1O (stereo not given) | -48 | 21 | 0.96 | -1 | 8 | -3 | 4 | 4 | 0
Cc1nc(-c2cccs2)sc1C(=O)NN | 26 | 12 | 1 | -2 | 6 | 12 | -19 | 0 | 3
COc1ccc(-c2cc(C(=O)N3CCCC(C(F)(F)F)C3)c3ccccc3n2)cc1 (stereo not given) | 15 | 19 | 0.98 | -3 | 22 | -7 | 8 | 2 | -6

Record cards (already shown). Screens in order: NALP3 yeast inh, tim10-1 inh, mIAP activ, beta cell repl, TIM10 inh, APOBEC3G inh, hIAP block, mIAP inh, APOBEC3A inh
Profile of C=CCN(Cc1ccc(OC)c(OC)c1)C(=O)c1cc2cc(F)ccc2[nH]1 : 11, 26, 1.1, -4, 7, 3, 5, -10, -3
Profile of CC(=O)SC(C[N+](=O)[O-])c1cn(C(C)=O)c2ccccc12 (stereo not given) : 9, 27, 0.94, -4, 80*, 17, 7, 6, 3
Profile of Clc1ncccc1-c1nnn(-c2ccccc2)n1 : 24, 18, 1, -4, 10, -7, 2, -4, -2

(list continues)
SMILES | NALP3 yeast inh | tim10-1 inh | mIAP activ | beta cell repl | TIM10 inh | APOBEC3G inh | hIAP block | mIAP inh | APOBEC3A inh
O=c1[nH]c(NCCO)nc2c1C1(CCCCC1)Cc1ccccc1-2 | 24 | 39 | 0.87 | -2 | 18 | 8 | -17 | 13 | 3
Cc1ccc(-c2nnc(Nc3cccc(O)c3)c3ccccc23)cc1S(=O)(=O)NCCO | 11 | 0 | 0.93 | -3 | 6 | -3 | -10 | 8 | -1
N=C1/C(=C/c2cccn2-c2ccc([N+](=O)[O-])cc2)C(=O)N=C2SC=CN12 | -18 | 15 | 0.82 | 0 | 17 | 5 | 2 | 18 | 11
COc1ccccc1C(C)NC(=O)CN(C)CC(=O)Nc1c(C)cccc1C (stereo not given) | 15 | 2 | 1.1 | 4 | 11 | -3 | 4 | -10 | 4
COC(=O)c1cc(Cl)c(NC(=O)/C=C/c2ccc(Cl)cc2)cc1OC | 13 | -1 | 0.96 | -1 | -10 | 0 | -4 | 4 | 5
COc1ccc2c(CC(=O)NCC3CCC(C(=O)O)CC3)cc(=O)oc2c1 (stereo not given) | -15 | -6 | 0.95 | -2 | -8 | -1 | -5 | 4 | -1
c1ccc2c(c1)CCc1ccccc1C2=C1CCNCC1 | 23 | 14 | 0.9 | -6 | 26 | -5 | -22 | 10 | -3
CC(=O)Nc1sc2c(c1CN1CCN(C)CC1)CCCC2 | -6 | 4 | 0.86 | 1 | 2 | -3 | 16 | 14 | -2
COc1ccc(NC(=O)C2CCCCN2CC(=O)OCc2ccccc2)cc1OC (stereo not given) | 8 | 10 | 1.1 | 0 | 10 | -6 | -18 | -12 | -4
COc1ccc(-c2noc(CCCC(=O)O)n2)cc1 | 17 | 3 | 0.97 | -2 | -1 | -7 | 2 | 3 | -5
O=C(Cn1c(=O)n(Cc2ccccc2)c(=O)c2cc(Cl)ccc21)NCC1CCCO1 (stereo not given) | 5 | 2 | 0.97 | -5 | -36 | -9 | 5 | 3 | -5
NC(=O)CC(c1ccccc1)c1ccco1 (stereo not given) | 2 | 21 | 1 | 0 | -1 | -11 | -9 | -4 | -1
O=C(Nc1ccc(Cl)c(S(=O)(=O)N2CCOCC2)c1)C1CCCC1 | -10 | 25 | 1 | 2 | 18 | -9 | -11 | 0 | -6
CCC/C(O)=C1\C(=O)CCCC1=NC(C)C(=O)O (stereo not given) | 2 | 0 | 1.1 | -2 | -3 | -7 | -27 | -5 | 1
COc1cc(CNCCO)ccc1OCCc1ccccc1 | 19 | 2 | 0.97 | -1 | 4 | -8 | 17 | 3 | -4
O=C(c1cnc2n(c1=O)CCS2)N(c1ccccc1)C1CCCCC1 | 15 | 2 | 0.94 | -1 | -8 | 2 | 8 | 6 | 1
COc1ccc2cc(C3CC(c4cccs4)=NN3C(C)=O)c(Cl)nc2c1 (stereo not given) | 22 | -5 | 1 | -2 | -17 | 1 | -2 | -2 | 9
CCCCn1c(SCC(=O)NNC(=O)c2ccccc2)n[nH]c1=O | 19 | 1 | 0.92 | -1 | 3 | -3 | -48 | 8 | 2
O/N=C\c1ccc2noc(-c3ccc(Cl)cc3)c2c1 | 17 | -1 | 1.1 | -4 | -13 | 4 | 2 | -8 | 3
CCS(=O)(=O)c1ccc(-c2cccc(NC(=O)c3ccc(Br)o3)c2)nn1 | -1 | -14 | 0.92 | 9 | -14 | -8 | 8 | 8 | 95*
C(=C\c1ccccc1)/CN1CCN(c2ncnc3c2oc2ccccc23)CC1 | 10 | 32 | 0.92 | -6 | 27 | -3 | 5 | 8 | 1
CC1(C)C(C=C(Cl)Cl)C1C(=O)NC(O)C(=O)c1ccccc1 (stereo not given) | 32 | -1 | 0.98 | -2 | -36 | -2 | -20 | 2 | -3
Cc1cc(C)c2nc(N(CCN(C)C)C(=O)c3ccc(S(=O)(=O)N(C)CC4CCCO4)cc3)sc2c1 (stereo not given) | 8 | 42* | 1 | -7 | 15 | 18 | 0 | -3 | 3
Cc1cc(/C=N/N2CCN(C)CC2)c(C)n1-c1ccccc1F | 8 | 9 | 0.95 | 1 | 2 | -4 | -14 | 5 | -1
CCCn1c(N)c(N(CCOC)C(=O)c2cccc(F)c2)c(=O)[nH]c1=O | 9 | 9 | 1.1 | -3 | -8 | 4 | 0 | -10 | 2
Cc1cc(S(=O)(=O)N2CCCCC2CCNC(=O)C(=O)NC2CC2)ccc1F (stereo not given) | 1 | 16 | 0.95 | -1 | 6 | -5 | 0 | 5 | 3
CN(Cc1ccc(F)cc1)Cc1nc(CCc2ccccc2)no1 | -18 | 28 | 1 | -1 | -18 | -8 | -24 | -3 | -10
N#C/C(=N\Nc1ccccc1[N+](=O)[O-])C(=N)N1CCCCC1 | 26 | -21 | 0.95 | -4 | 14 | -12 | 10 | 5 | -3
CCCC(=O)Nc1sc2c(c1C(=O)OCC)CC(C)(C)OC2 | 25 | 1 | 1.1 | 0 | 4 | -8 | -7 | -6 | 0
CSc1nnc(C)c(=O)n1COC(=O)c1cc(Cl)ccc1[N+](=O)[O-] | 7 | 22 | 0.94 | 0 | 22 | -4 | -15 | 6 | -3
CCc1nc(SCC(=O)Nc2nnc(CC)s2)c2c(C)c(C)sc2n1 | 10 | -11 | 1 | -3 | -8 | -2 | -8 | -4 | 0
Cc1ccccc1OCC(O)CN1CCN(C)CC1 (stereo not given) | 11 | -4 | 0.98 | -1 | 15 | -9 | 9 | 2 | -2
NC(=O)CSc1nnc(-c2ccc(S(=O)(=O)N3CCOCC3)cc2)n1Cc1ccccc1 | -1 | 6 | 1.1 | 1 | 9 | -1 | 6 | -6 | 4
O=C(CSCC(=O)OCC(=O)c1ccc(Br)cc1)Nc1ccc(Br)cc1 | 4 | 18 | 0.81 | -4 | 20 | -2 | -2 | 19 | -3
CCCCN(C(=O)c1cc(-c2ccc(F)cc2)nc2ccccc12)c1c(N)n(CCCC)c(=O)[nH]c1=O | 30 | 5 | 0.9 | -1 | 11 | -15 | 23 | 10 | -3
CC(C)(C)n1nc2c(c1NC(=O)c1ccc(S(=O)(=O)N3CCCC3)cc1)CS(=O)C2 (stereo not given) | 4 | 14 | 0.92 | 2 | 0 | -3 | 2 | 8 | 4
COc1ccccc1C(=O)Nc1nc(-c2cccs2)c(NC(C)=O)s1 | 7 | -7 | 0.9 | -5 | -49 | 0 | -27 | 10 | -2
CC(=O)Cn1nnc2sc(-c3ccccc3)cc2c1=O | 13 | 5 | 0.94 | 0 | 7 | -7 | 10 | 6 | 0
O=[N+]([O-])c1ccccc1OCCN1CCOCC1 | 14 | -11 | 0.88 | -3 | -2 | -5 | -11 | 12 | -5
Cc1nc2c(C)cccn2c(=O)c1NC(=O)c1ccc(Br)o1 | 17 | 16 | 1 | 3 | -1 | 0 | -16 | -2 | 0
O=C(COc1ccc2c3c(c(=O)oc2c1)CCCC3)NCC(O)c1ccccc1 (stereo not given) | 6 | -17 | 0.99 | -1 | -5 | 1 | 3 | 1 | 3
COc1ccc(C2=NN(C(=O)CSc3nc(=O)n4ccc(C)cc4n3)C(c3ccc(C)cc3)C2)cc1 (stereo not given) | -6 | 23 | 0.86 | -4 | 12 | -5 | -5 | 14 | -1
Cc1ccc(-c2nc(C=Nc3cccc(C)c3)c(O)o2)cc1 | 5 | 8 | 0.9 | 0 | 23 | -4 | 14 | 10 | 2
O/C(=C\Sc1nnc(Cc2ccccc2)o1)c1ccc(Br)cc1 | 8 | 12 | 0.95 | 4 | 18 | -2 | 10 | 5 | -1
